# Compound activity (PubChem BioAssay)
# Tau FP inhib – qHTS for Inhibitors of Tau Fibril Formation, Fluorescence Polarization; Microtubule-associated protein tau (Homo sapiens), P10636; K18 P301L tau heparin fibrillization, Alexa594 FP, 6 h; Potency, µM (doses to about 57.7 µM), for inactives: top-dose activity, negative = inhibition, hits mostly inhibitors; 280,000 tested, 0.39% active; also: % is scaled to controls: 0 for no effect and ±100 for the full control effect; nearly all actives have a fitted effect of over 55% in size
# Target sequence (P10636 561-689 P618L limits assumed): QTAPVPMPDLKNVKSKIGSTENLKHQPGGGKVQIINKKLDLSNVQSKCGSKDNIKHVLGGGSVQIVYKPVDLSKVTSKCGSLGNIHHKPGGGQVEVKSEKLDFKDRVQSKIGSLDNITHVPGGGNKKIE
#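 Human K18 P301L fragment (15 uM unlabeled plus 0.24 uM Alexa 594-labeled) in 100 mM sodium acetate pH 7 with compound, aggregation induced by 20 uM heparin for 6 hr at 37 C. ThT (30 uM) added for 1 hr, then Alexa 594 FP read.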
# JMJD2E inh – qHTS Assay for Inhibitors of Human Jumonji Domain Containing 2E (JMJD2E); JMJD2E catalytic domain, FDH-coupled NADH fluorescence (FDH is formaldehyde dehydrogenase); Potency, µM (top dose mostly 57.1 µM), inactives show at the highest dose activity change, negative = inhibition, most hits filed as inhibitors; 230,000 tested, 1.6% active; AID 2147, 2009; active = well fitted inhibition curve with a large enough effect, not every such curve was filed as active; inconclusive = small, poorly fitted or top-dose-only effect, or another doubt; inactive = no such curve, though single readings can be large or run the other way;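 also: 0% = wells with enzyme and -100% = buffer wells without enzyme; nearly all actives have a fitted effect of over 50% in size; many of its hits are not listed in these tables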
# Target sequence (B2RXH2 1-337 limits assumed): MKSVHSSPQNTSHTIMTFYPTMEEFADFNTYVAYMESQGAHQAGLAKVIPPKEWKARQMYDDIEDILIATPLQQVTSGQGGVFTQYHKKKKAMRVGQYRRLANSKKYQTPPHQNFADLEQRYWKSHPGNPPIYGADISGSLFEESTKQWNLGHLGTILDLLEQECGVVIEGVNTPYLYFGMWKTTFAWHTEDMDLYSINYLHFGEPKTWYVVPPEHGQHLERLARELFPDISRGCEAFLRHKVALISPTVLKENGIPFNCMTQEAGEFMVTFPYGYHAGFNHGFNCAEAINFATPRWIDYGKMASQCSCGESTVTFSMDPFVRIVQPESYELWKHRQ
# ALDH1A1 block – qHTS Assay for Inhibitors of Aldehyde Dehydrogenase 1 (ALDH1A1); Purified ALDH1A1, NADH fluorescence, propionaldehyde substrate; Potency, µM (highest dose often 75.3 µM), for the others: top-dose activity, negative = inhibition, hits mostly inhibitors; 220,000 tested, 7.3% active; AID 1030, 2008; active = well fitted inhibition curve with a large enough effect, not every such curve was filed as active; inconclusive = small, poorly fitted or top-dose-only effect, or another doubt; inactive = no such curve, though single readings can be large or run the other way;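 also: plate controls were no enzyme wells and a reference inhibitor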
# Target sequence (P00352 whole entry, looked up): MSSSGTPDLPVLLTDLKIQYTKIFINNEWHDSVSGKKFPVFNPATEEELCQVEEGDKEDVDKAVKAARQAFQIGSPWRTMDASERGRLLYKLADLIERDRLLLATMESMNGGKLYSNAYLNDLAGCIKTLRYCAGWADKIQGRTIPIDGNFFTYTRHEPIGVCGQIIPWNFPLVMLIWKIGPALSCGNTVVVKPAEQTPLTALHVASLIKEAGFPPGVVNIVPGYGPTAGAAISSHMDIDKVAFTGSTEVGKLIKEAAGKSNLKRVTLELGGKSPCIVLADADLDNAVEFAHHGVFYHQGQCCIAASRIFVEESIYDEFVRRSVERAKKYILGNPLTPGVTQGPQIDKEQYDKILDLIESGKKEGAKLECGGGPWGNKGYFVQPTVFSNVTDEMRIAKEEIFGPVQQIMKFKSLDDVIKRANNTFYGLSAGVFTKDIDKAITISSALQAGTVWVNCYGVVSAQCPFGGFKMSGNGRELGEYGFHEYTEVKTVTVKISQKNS
# Tau ThT inhib – qHTS for Inhibitors of Tau Fibril Formation, Thioflavin T Binding; Microtubule-associated protein tau (Homo sapiens), P10636; recombinant tau K18 P301L, heparin-induced fibrillization, ThT fluorescence; Potency, µM (titrated, usually from 57.4 µM), without a hit: top-dose activity, negative = inhibition, actives largely listed as inhibitors; 270,000 tested, 2.1% active; also: % is scaled to controls: 0 for no effect and ±100 for the full control effect; nearly all actives have a fitted effect of over 55% in size
#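 Heparin-induced (20 uM) aggregation of recombinant human K18 P301L tau, 15 uM unlabeled with 0.24 uM labeled, pH 7 acetate buffer, 6 hr at 37 C with compound. Fibrils quantified by 30 uM ThT fluorescence after 1 hr ambient incubation.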
# HTT cytoprotect – qHTS Multiplex Assay to Identify Dual Action Probes in a Cell Model of Huntington: Cytoprotection (ATP). PC12 HTT-Q103 induced, cytoprotection, ATP luminescence, 40 h. Potency, µM (series often up to 56.4 µM), inactives show cytoprotection (ATP increase), most hits filed as activators. 230,000 tested, 0.14% active. AID 1471, 2008;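 also: % of control where 0% means no effect; nearly all actives have a fitted effect of over 45% in size; toxic huntingtin expression switched on by the ecdysone agonist tebufenozide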
#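 Readout: ATPlite luminescence (ATP level). Model: stable PC12, inducible Htt exon1 Q103-GFP. Inducer: tebufenozide, 100 nM final. Compounds: dose series. No G418 in medium.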
# SMN2 splice up – qHTS Assay for Enhancers of SMN2 Splice Variant Expression; HEK293 SMN2-luciferase splicing reporter, luminescence, 30-36 h; 210,000 tested, 2.8% active; Potency, µM (titrated, usually from 46.1 µM), for inactives: top-dose activity change, positive = activation, hits mostly activators; AID 1458, 2008; also: % of control where 0% means no effect; nearly all actives have a fitted effect of over 55% in size
#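 qHTS luciferase splicing reporter: luminescence rises when SMN2 exon 7 is included in transfected HEK293 cells. Compound exposure lasted 30-36 h at 37C, with 4.5 mM final sodium butyrate as control, followed by a ONE-Glo read.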
# HttQ103 aggreg – qHTS Multiplex Assay to Identify Dual Action Probes in a Cell Model of Huntington: Aggregate Formation (GFP); Potency, µM (highest dose often 46.1 µM), without a hit: top-dose activity change, negative = inhibition, usual class: inhibitors; PC12 HttQ103-GFP aggregates, Acumen cytometry, 40 h; 220,000 tested, 1.1% active; AID 1688, 2009; also: % is scaled to controls: 0 for no effect and ±100 for the full control effect; nearly all actives have a fitted effect of over 60% in size
#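 Huntingtin Q103 exon 1–GFP aggregates in induced PC12 cells (100 nM tebufenozide) were quantified by cytometry from lysates, with compounds dosed in titration.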
# Tau fluor cs – Counterscreen qHTS for Inhibitors of Tau Fibril Formation, Fluorescence Polarization; Potency, µM (series often up to 57.7 µM), for inactives: at the highest dose activity change, negative = decrease; tau K18 P301L (four-repeat tau fragment) Alexa594 fluorescence, heparin fibrillization; 280,000 tested, 0.93% active; also: % is scaled to controls: 0 for no effect and ±100 for the full control effect; nearly all actives have a fitted effect of over 55% in size
#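 Human K18 P301L tau (15 uM unlabeled plus 0.24 uM Alexa 594-labeled, final) in 100 mM sodium acetate pH 7 was mixed with compound and 20 uM heparin and incubated 6 hr at 37 C.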
# An asterisk follows results filed as active; ? = inconclusive; · = no result given; & = joins results of further samples; [ ] = another dose, or the depositor's remark. Unless noted, calls follow the shape of the dose curve; as a rule, active = well fitted curve in the direction sought with a large enough effect; inconclusive = small, poorly fitted or top-dose-only effect, or another doubt; inactive = no such curve, though single readings can be large; an effect the other way counts as inactive or inconclusive. Potency is read from the fitted curve at half-maximal effect.
entry	structure	Tau FP inhib	JMJD2E inh	ALDH1A1 block	Tau ThT inhib
1	CC1=C(C(=O)Nc2cccnc2)C(c2cccnc2)n2nc(-c3cccs3)nc2N1 (stereo unspecified)	1%	-4%	-7%	-4%
2	Cc1ccc(C(=O)N2N=C(c3ccccc3)CC2(O)C(F)(F)F)o1 (stereo unspecified)	10%[2.34 µM]	-26%	5%	1%
3	O=C(Nn1c(-c2ccc(Br)cc2)nc2ccccc2c1=O)c1ccncc1	-6%	3%	1%	3%
4	COc1ccc2cc(C3(C)NC(=O)NC3=O)ccc2c1 (stereo unspecified)	3%	5%	9%	-11%
5	Cc1ccc(C(=O)N2CCN(c3ncnc4c(-c5ccccc5)nsc34)CC2)cc1	-3%	-4%	?	-15%
6	CC(C)CC(=O)Nc1cc(NC(=O)CC(C)C)cc(C(=O)NC(C)(C)C)c1	-3%	4%	-4%	-4%
7	COC(=O)c1ccccc1NC(=O)CN1C(=O)COc2ccccc21	-5%	·	·	-12%
8	COc1ccc(NC(=O)CSc2ncc3c(n2)-c2ccccc2N(Cc2ccc(C)cc2)S3(=O)=O)cc1Cl	?	·	·	8%
9	COc1cc(CCC(=O)Nc2nnc(-c3cccnc3)s2)cc(OC)c1OC	-6%	-14%	?	-5%
10	O=C(CC(C(=O)O)P(=O)(c1ccccc1)c1ccccc1)c1ccccc1 (stereo unspecified)	0%	1%	16%	5%
11	CC(C)(C)c1ccc(OC(=O)Nc2ccc(O)c(C(=O)O)c2)cc1	-2%	?	-3%[13.5 µM]	?
12	Cc1c(Cl)cnc(NC(=O)COC(=O)c2ccc([N+](=O)[O-])s2)c1Cl	4%	-23%	11µM*	?
13	Cc1ccc(N(CC(O)CON=C2c3ccccc3-c3ccccc32)S(C)(=O)=O)cc1 (stereo unspecified)	2%	-11%	-7%	-12%
14	Cc1ccnc(NC(=O)CCC(=O)N(CC(=O)NC2CCCCC2)Cc2cccs2)c1	0%	5%	9%	-1%
15	COc1ccc(C)cc1NCc1cccc(OC)c1OC	3%	?	?	-16%

entry	HTT cytoprotect	SMN2 splice up	HttQ103 aggreg	Tau fluor cs
1	-24%	-10%	5%	1%
2	-11%[10 µM]	·	16%[9.22 µM]	10%[2.34 µM]
3	-49%[inhibitor]	-33%	5%	-5%
4	1%[10 µM]	-11%	6%	-8%
5	·	-25%	·	-10%
6	12%	4%	4%	-7%
7	·	-9%	·	-22%
8	·	8%	·	?
9	-22%	7%	-6%	-9%
10	4%[10 µM]	·	-11%[9.22 µM]	4%
11	-5%&-12%[10 µM]	-13%[9.22 µM]	-6%[9.22 µM]	?
12	6%[10 µM]	8%	7%	-15%
13	-22%	-8%	?	?
14	21%	-5%	-5%	0%
15	1%	-22%	-9%	-26%

# Fetched by structure from above, two records:
entry	structure	Tau FP inhib	JMJD2E inh	ALDH1A1 block	Tau ThT inhib
12	Cc1c(Cl)cnc(NC(=O)COC(=O)c2ccc([N+](=O)[O-])s2)c1Cl	4%	-23%	11µM*	?
5	Cc1ccc(C(=O)N2CCN(c3ncnc4c(-c5ccccc5)nsc34)CC2)cc1	-3%	-4%	?	-15%

entry	HTT cytoprotect	SMN2 splice up	HttQ103 aggreg	Tau fluor cs
12	6%[10 µM]	8%	7%	-15%
5	·	-25%	·	-10%

# Back to the main list, starting two compounds before the break.
entry	structure	Tau FP inhib	JMJD2E inh	ALDH1A1 block	Tau ThT inhib
14	Cc1ccnc(NC(=O)CCC(=O)N(CC(=O)NC2CCCCC2)Cc2cccs2)c1	0%	5%	9%	-1%
15	COc1ccc(C)cc1NCc1cccc(OC)c1OC	3%	?	?	-16%
16	O=C(Nc1ccc(-c2nc3cc(Cl)ccc3o2)cc1)c1cc2ccccc2o1	-6%	·	·	-4%
17	COc1ccc(N2CCN(C(=O)CN3C(=O)COc4ccc(S(=O)(=O)N5CCC(C)CC5)cc43)CC2)cc1	6%	·	·	-14%
18	CCOC(=O)C(NC(=O)c1ccccc1)(N1CCOCC1)C(F)(F)F (stereo unspecified)	14%	-2%	-2%	6%
19	C[C@@](N)(Cc1ccc(O)c(O)c1)C(=O)O	?	7.9µM*	-10%	4.5µM*
20	O=C(O)c1ccccc1Sc1ncnc2sccc12	4%	-5%	4%	-12%
21	Cc1nn(Cc2ccc(Cl)cc2)c(C)c1NC(=O)CCCn1nc([N+](=O)[O-])c(Cl)c1C	4%	-5%	-14%	-8%
22	N/C(=N\OS(=O)(=O)c1ccc2ccccc2c1)c1cccnc1	-8%	18%	6%	-17%
23	Cc1cccc(NS(=O)(=O)c2ccc(Cl)c(C(=O)Nc3ccccc3C)c2)c1	-3%	·	·	-3%
24	Cc1cccc(OCc2n[nH]c(=S)o2)c1	-3%	-5%	?	-5%
25	COc1ccccc1OCC(=O)N/N=C1\CCc2ccccc21	-3%	-5%	?	?
26	Cc1ccc(CS(=O)(=O)CCC(=O)NCCN(C)Cc2ccccc2)cc1	-1%	8%	7%	6%
27	O=C(Nc1ccc(Cl)cc1Cl)c1n[nH]c(Cn2cncn2)n1	1%	5%	1%	-6%
28	CCc1nn(CC(=O)Nc2cccc(C(C)=O)c2)c(=O)c2cc3sccc3n12	11%	·	·	9%
29	O=C1C2C3C=CC(C3)C2C(=O)N1Cc1ccccc1 (stereo unspecified)	2%	3%	?	6%
30	NC(=O)c1c(NC(=O)Cn2nc(C(=O)O)c3ccccc3c2=O)sc2c1CCC2	-4%	-5%	?	?

entry	HTT cytoprotect	SMN2 splice up	HttQ103 aggreg	Tau fluor cs
14	21%	-5%	-5%	0%
15	1%	-22%	-9%	-26%
16	·	-7%	·	-1%
17	·	7%	·	-14%
18	1%	-1%	0%	9%
19	-20%[40.3 µM]	1%	·	?
20	10%[10 µM]	·	14%[9.22 µM]	-9%
21	12%[10 µM]	-14%	-3%	-13%
22	?	3%	7%	-14%
23	·	-19%	·	?
24	-1%[10 µM]	-5%	-19%	1%
25	-17%	·	7%	-12%
26	-2%	6%	-2%	1%
27	-48%[inhibitor]	18%	27%	-4%
28	·	-9%	·	8%
29	14%	?	-7%	5%
30	-27%[10 µM]	·	2%[9.22 µM]	-20%

# New compounds follow
entry	structure	Tau FP inhib	JMJD2E inh	ALDH1A1 block	Tau ThT inhib
31	O=C(NC1=NCCS1)c1ccc(Cl)c(S(=O)(=O)N2CCCC2)c1	3%	-2%	?	-11%
32	CC(=O)Nc1ccc(N2CCN(C(C)=O)CC2)cc1	-3%	-18%	3%	?
33	CCOC(=O)C(C)n1cnc2sc(C)c(C)c2c1=O (stereo unspecified)	0%	-1%	5%	-5%
34	O=C(Nc1ccc(-c2nc3cccnc3s2)cc1)c1ccc(Cl)nc1	-2%	?	·	·
35	COc1ccccc1CNC(=O)C1=CCN(S(=O)(=O)c2ccc(C)cc2)CC1	1%	3%	·	·
36	Cc1onc(C(=O)N2CCN(C(c3ccccc3)c3ccccc3)CC2)c1[N+](=O)[O-]	-8%	7%	13%	-4%
37	CCOC(=O)Cc1csc(-n2sc3ccccc3c2=O)n1	28µM*	10µM*	3.5µM*	28µM*
38	Cc1nc(Nc2ccc(S(N)(=O)=O)cc2)oc1C	6%	0%	3%	9%
39	C=CCc1ccccc1OCC(O)CN1CCN(CCN2C(=O)c3cccc4cccc(c34)C2=O)CC1 (stereo unspecified)	-4%	?	?	1%
40	CCOC1=NN(c2ncc(C(F)(F)F)cc2Cl)C(=O)/C1=C/N(C)C	-4%	-1%	1%	-3%
41	Cc1c(NC(=O)c2c(O)c3ccccc3n(C)c2=O)c(=O)n(-c2ccccc2)n1C	0%	-1%	-12%	-9%
42	Cc1cc(=O)oc2c(C(=O)/C=C/c3ccccc3)c(O)ccc12	-1%	12%	9%	-13%
43	COc1ccc(C(CNC(=O)c2cc(SC)ccc2Cl)N(C)C)cc1 (stereo unspecified)	-1%	4%	5%	-9%
44	COc1cc(NC(=O)NS(=O)(=O)c2ccc(C)cc2)cc(OC)c1	-14%	-1%	-3%	8%
45	COc1ccccc1N(CC(=O)Nc1ccc2c(c1)OCO2)S(=O)(=O)c1ccc(C)cc1	8%	·	·	?
46	COc1ccc(C2CC(c3ccc(OC)cc3)n3nc(N)nc3N2)cc1 (stereo unspecified)	1%	-11%	-2%	-7%
47	CCN1C(=O)c2ccccc2S(=O)(=O)c2ccc(C(=O)NCc3ccc(C)cc3)cc21	-9%	·	·	2%
48	CCOC(=O)c1c(-c2ccc(-c3ccccc3)cc2)csc1NC(=O)c1cccc(N2C(=O)CCC2=O)c1	-1%	?	?	7%

entry	HTT cytoprotect	SMN2 splice up	HttQ103 aggreg	Tau fluor cs
31	-28%	·	4%	-17%
32	5%	5%	11%	-20%
33	21%[10 µM]	6%	15%	3%
34	-2%[10 µM]	·	23%[9.22 µM]	-7%
35	0%[10 µM]	·	2%[9.22 µM]	5%
36	·	-24%	-15%	-12%
37	-26%[10 µM]	-1%	38%	?
38	-11%	11%	8%	8%
39	-22%[10 µM]	-91%[inhibitor]	9%	-1%
40	-4%	11%	-14%	1%
41	-27%	·	1%	1%
42	-39%[inhibitor]	·	0%	-7%
43	7%[10 µM]	·	-13%[9.22 µM]	-6%
44	2%	-23%	1%	-5%
45	·	12%	·	?
46	-9%[10 µM]	6%	12%	-3%
47	·	-2%	·	-28%
48	19%[10 µM]	-26%	15%	-1%

# Some of the compounds tested; rates above refer to the full screens.
